# ELG1 genotox = induces genotoxicity in HEK293T cells with luciferase-tagged ELG1; HEK293T ELG1-luciferase reporter, luminescence, 16 h; Potency, µM (doses to about 46 µM), inactives show top-dose activity change, positive = activation, hits mostly activators; 330,000 compounds, 1.3% hits; note: potency is the fitted concentration of half-maximal effect; % of control where 0% means no effect; nearly all actives have a fitted effect of over 60% in size
#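 Step 1: seed 2,000 HEK293T ELG1-luciferase cells per well. Step 2: add compound or DMSO, incubate 16 hr at 37 °C. Step 3: ONE-Glo, 30 min at room temperature, read luminescence.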
# a7 integrin act = integrin-mediated muscular dystrophy alleviation activation. 350,000 compounds, 0.064% hits. AID 624291. Potency, µM (highest dose often 38.3 µM), without a hit: at the top dose activation, hits mostly activators. alpha7betagal myoblasts, beta-gal FDG fluorescence, 48 h;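 note: potency is the fitted concentration of half-maximal effect; 100% = response of the positive control SU9516; nearly all actives have a fitted effect of over 60% in size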
#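 Alpha7betagal+/- myoblasts (passage 13) were plated 16-24 hr, then exposed to compounds (1:260 dilution of DMSO stock) for 48 hours at 37C. After MPER lysis, β-galactosidase reporter activity was read as FDG fluorescence (ex 480/em 540) after 30 minutes.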
# USP2a inh = inhibitors of human ubiquitin-specific protease USP2a | Potency, µM (doses to about 38.3 µM), for inactives: at the top dose activity change, negative = inhibition, actives largely listed as inhibitors | O75604 | 330,000 compounds, 0.01% hits | USP2 core, Ub-CHOP2 coupled fluorogenic reporter, 485/531;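 note: potency is the fitted concentration of half-maximal effect; plate controls were DMSO wells for no effect and full inhibition by NEM control for full effect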
#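 USP2 core (10nM final) preincubated 30min RT with compound in 20mM Tris-HCl pH 8.0, 2mM CaCl2, 2mM beta-mercaptoethanol, 0.05% CHAPS; 25nM Ub-CHOP2 plus 25nM reporter substrate added, fluorescence (Ex485/Em531) read after 60min.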
# uPA generation = cell surface uPA generation inhibition | cell surface uPA generation assay, qHTS | Potency, µM (top dose mostly 38.3 µM), for the others: at the top dose activity change, negative = inhibition, most hits filed as inhibitors | 330,000 compounds, 0.31% hits; active = well fitted inhibition curve with a large enough effect; inconclusive = small, poorly fitted or top-dose-only effect; inactive = no such curve, though single readings can be large or run the other way; tested in mouse RAW 264.7 cells; note: potency is the fitted concentration of half-maximal effect; % is set by controls: 0 for no effect and ±100 for the full control effect; nearly all actives have a fitted effect of over 55% in size
# BRCA1 expr up = activators of BRCA1 expression; Potency, µM (titrated, usually from 46.1 µM), without a hit: top-dose activation, actives largely listed as activators; 380,000 compounds, 1.1% hits; MCF7-BRCA1-FFLuc reporter, luminescence, 48 h; response scale: scaled: vehicle 0%, 10 µM genistein 100%; note: potency is the fitted concentration of half-maximal effect; nearly all actives have a fitted effect of over 80% in size; some results filed as inactive show a strong effect at the top dose
#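 Activators of BRCA1 expression were detected as increased firefly luciferase luminescence in engineered MCF7 cells after 48 h compound incubation. Signals were scaled to genistein 10 microM as full activation.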
# Eya2 inh = blocks the phosphatase activity of human Eya2 | O00167 | recombinant Eya2, OMFP fluorescence dephosphorylation (OMFP is methylfluorescein phosphate) | Potency, µM (doses to about 76.9 µM), for the others: top-dose activity, negative = inhibition, actives largely listed as inhibitors | 330,000 compounds, 0.006% hits; note: potency is the fitted concentration of half-maximal effect; % is set by controls: 0 for no effect and ±100 for the full control effect
#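 Eya2 protein (added as 0.2 uM solution) was preincubated with compound for 10 min at ambient temperature in 50 mM HEPES pH 7.5, 50 mM NaCl, 5 uM MgCl2, 0.05% BSA, 1 mM DTT. OMFP (added at 50 uM) then reacted 10 min; fluorescence read at 485/525 nm.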
# B2AR arrestin = agonists driving beta-arrestin recruitment to human beta2-adrenergic receptor | beta-arrestin recruitment to beta2AR, cell-based reporter | 330,000 compounds, 0.02% hits | Potency, µM (doses to about 46.1 µM), for inactives: at the highest dose activation, actives largely listed as activators | AID 492947 | P07550;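 note: potency is the fitted concentration of half-maximal effect; 0% = DMSO controls and full agonism = EC100 isoproterenol or metaproterenol; nearly all actives have a fitted effect of over 65% in size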
# Target sequence (P07550 whole entry, looked up): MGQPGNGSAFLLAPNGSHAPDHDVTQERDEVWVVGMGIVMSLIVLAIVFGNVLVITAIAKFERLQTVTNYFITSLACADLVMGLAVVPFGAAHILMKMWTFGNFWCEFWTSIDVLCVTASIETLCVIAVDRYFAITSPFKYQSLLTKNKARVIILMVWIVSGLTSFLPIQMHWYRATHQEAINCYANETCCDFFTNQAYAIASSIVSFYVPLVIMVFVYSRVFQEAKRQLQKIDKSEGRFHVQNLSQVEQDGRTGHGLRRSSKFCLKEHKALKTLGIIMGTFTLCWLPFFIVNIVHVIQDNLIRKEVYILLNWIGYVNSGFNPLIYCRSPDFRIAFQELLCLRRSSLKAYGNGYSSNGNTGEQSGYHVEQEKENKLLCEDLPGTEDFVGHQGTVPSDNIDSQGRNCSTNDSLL
# p53 reactivator = mutant p53 re-activation in reporter cells. H1299 p53-A138V BP100-luciferase reporter, luminescence, 24 h. Potency, µM (highest dose often 92.2 µM), inactives show top-dose activity change, positive = activation, actives largely listed as activators. 320,000 compounds, 0.063% hits; note: potency is the fitted concentration of half-maximal effect; % of control where 0% means no effect; nearly all actives have a fitted effect of over 45% in size
#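 H1299 (p53-null), stable ts p53-A138V + BP100-Luc; 1000 cells/well, Opti-MEM/10% FBS; cpd 4 pt, 1:5; 24 h, 37 deg C, 5% CO2; detection reagent 10 min RT; luminescence.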
# ASM inhibitor = human S-ASM enzyme inhibition; AID 504937; 340,000 compounds, 0.006% hits; placental ASM, HMU-PC fluorogenic substrate, 60 min; Potency, µM (titrated, usually from 57.5 µM), for the others: top-dose activity change, negative = inhibition, actives largely listed as inhibitors; note: potency is the fitted concentration of half-maximal effect
#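 Human placenta-derived ASM preincubated with compound 10 min at room temperature, then reacted with 9 uM (final) fluorogenic HMU-PC substrate for 60 min at 37 C. Stop solution raises pH to 10; fluorescence read at Ex 386/Em 447 nm.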
# TRPV1 agonist = human TRPV1 agonism; Q8NER1; TRPV1-expressing cells, Fluo-8 calcium influx, agonist mode; activation, % at 8.33 µM; 320,000 compounds, 0.19% hits; AID 540275; in the data active = activation above about 80%; inconclusive = between about 30% and that limit; note: 0% is about no effect
#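 TRPV1-expressing cells were cultured overnight at 35.5C and loaded with Fluo-8 calcium dye for 40 to 90 min at room temperature. After a 10 s baseline, compound was added and calcium influx was read kinetically for 3 min (ex 480/em 520 nm).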
# TSG101-PTAP inh = blocks PTAP/TSG101 interaction to inhibit HIV-1 budding | Potency, µM (top dose mostly 115 µM), for inactives: at the top dose activity change, negative = inhibition, actives largely listed as inhibitors | 340,000 tested, under 10 active | AID 493005 | Fluorescence polarization, FITC-PTAP peptide / Tsg101 binding; active = well fitted inhibition curve with a large enough effect in the main read-out, with a control signal flat, not every such curve was filed as active; inconclusive = small, poorly fitted or top-dose-only effect, or effect the other way, or a change in a side signal; inactive = no such curve, though single readings can be large or run the other way; note: potency is the fitted concentration of half-maximal effect; % of control where 0% means no effect
# Target sequence (Q99816 whole entry, looked up): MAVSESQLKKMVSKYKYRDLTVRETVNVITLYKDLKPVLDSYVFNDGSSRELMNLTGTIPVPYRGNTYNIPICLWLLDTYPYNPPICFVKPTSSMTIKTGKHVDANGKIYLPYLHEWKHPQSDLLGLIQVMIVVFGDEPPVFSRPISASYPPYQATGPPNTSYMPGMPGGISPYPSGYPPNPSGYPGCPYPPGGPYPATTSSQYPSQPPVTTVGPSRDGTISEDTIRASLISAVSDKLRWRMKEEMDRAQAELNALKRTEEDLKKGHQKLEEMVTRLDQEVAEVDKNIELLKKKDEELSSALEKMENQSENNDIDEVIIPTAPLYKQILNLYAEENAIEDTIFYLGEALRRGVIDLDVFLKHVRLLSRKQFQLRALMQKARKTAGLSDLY
#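 Steps: Tsg101 binding domain dispensed (10 uM final), compounds pinned in DMSO, FITC-labeled PTAP-motif peptide added (50 nM final); after 20 min binding at room temperature, polarization measured.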
# Numbers without * were called inactive; ? = inconclusive; . = no result given; & = joins results of further samples; [ ] = dose if it differs, or a comment. Unless noted, calls come from the whole dose curve; as a rule, active = well fitted curve in the direction sought with a large enough effect; inconclusive = small, poorly fitted or top-dose-only effect, or another doubt; inactive = no such curve, though single readings can be large; an effect the other way counts as inactive or inconclusive. Not a hit list; overall some 2.6% were active at least once.
SMILES,ELG1 genotox,a7 integrin act,USP2a inh,uPA generation,BRCA1 expr up,Eya2 inh,B2AR arrestin,p53 reactivator,ASM inhibitor,TRPV1 agonist,TSG101-PTAP inh
O=C(NC(=S)NC1CCCC1)c1ccccc1Br,1%,4%,3%,2%,23%,-18%,0.7%,17%,-2%,13,0%
CN(c1ccccc1)S(=O)(=O)c1ccc(C(=O)NCc2cccs2)cc1,-2%,12%,4%,2%,-6%,1%,0.0%,-4%,0%,15,-3%
O=C(c1ccc(S(=O)(=O)Nc2ccccc2Cl)cc1)N1CCCC1,0%,60%,4%,2%,-1%,-28%,-0.1%,1%,-1%,.,-6%
O=C(NC1CCCCCC1)C(=S)NC1CCCCC1,?,2%,1%,4%,?,-10%,0.0%,11%,-1%,11,-1%
O=C(O)C1C2CC2CN1C(=O)c1ccc(Cl)cc1 (stereo unspecified),-1%,3%,0%,-1%,-31%,8%,-0.4%,3%,1%,-4,-1%
CC(C)N(C(=O)C(=O)c1cccn1-c1ccccc1C#N)C(C)C,0%,-9%,2%,-5%,0%,-3%,-0.2%,-4%,4%,6,-2%
CCCCc1ccc(NC(=S)NCc2cccs2)cc1,0%,-54%[inhibitor],-2%,-4%,17%[1.84 µM],8%,0.1%,?,-4%,?,-6%
Cn1c(NC(=O)c2ccc(Br)o2)cc(=O)n(C)c1=O,-3%,-12%,4%,0%,-40%,11%,-0.2%,-10%,3%,-1,1%
CCN(CC)CCNC(=O)c1ccc(NC(=O)Nc2cccc3ccccc23)cc1,6%,-44%[inhibitor],1%,12%,-25%,0%,-0.4%,-11%,-7%,1,-4%
CCN(CC)CCC(c1ccc(N(C)C)cc1)c1c(O)cc(OC)cc1OC (stereo unspecified),2%,-13%,8%,-1%,-15%,-11%,-0.1%,-1%,2%,-2,.
COc1ccccc1CNS(=O)(=O)c1ccc(-n2cnnn2)c(OC)c1,-2%,0%,1%,-3%,2%,-10%,0.6%,5%,-4%,-2,-5%
COc1ccc(N2C(=O)CC(NCCNc3ccc([N+](=O)[O-])cn3)C2=O)cc1 (stereo unspecified),0%,-2%,1%,-2%,17%,3%,0.4%,-4%,-1%,1,1%
COc1ccc(CNC(=S)Nc2cccc(C)c2C)cc1,-1%,-17%,-1%,-1%,0%,-14%,0.2%,-11%,0%,0,-3%
Cc1cc(NC(=O)c2ccc(F)c(S(=O)(=O)N3CCCCC3)c2)no1,-2%,-2%,-1%,13%,-30%,2%,-0.2%,.,-1%,4,-2%
Cc1cc2n(n1)SC(Nc1cccc3ccccc13)N2 (stereo unspecified),-2%,-13%,-5%,-2%,4%,-19%,0.3%,12%,0%,-1,-4%
COc1cc(NC(=O)c2ccco2)c(OC)cc1NC(=O)CCC(=O)Nc1cc(C)cc(C)c1,-26%,0%,4%,5%,-22%,-6%,-1.0%,2%,-1%,2,-2%
Cn1c(=O)c2c(nc(N3CCCCCC3)n2CCSc2nc3ccccc3o2)n(C)c1=O,-23%,-5%,4%,-4%,-1%,10%,0.2%,3%,-4%,0,-3%
CCC(=O)Nc1cc(C(=O)OCC(=O)c2ccccc2)ccc1C,?,0%,2%,-4%,112%,4%,0.0%,?,-2%,1,2%
O=C(CSc1nc2ccccc2c(=O)[nH]1)NCc1ccc(Cl)cc1,-1%,5%,-2%,-1%,-3%,13%,-0.4%,1%,-2%,-9,0%
CC1(C(=O)N2CCC(CO)(Cc3cccc(C(F)(F)F)c3)CC2)CC1,-7%,1%,3%,?,0%,10%,-0.5%,.,5%,20,-5%
CCn1cc([N+](=O)[O-])c(C(=O)N2CCCCCC2)n1,-5%,36%,0%,-21%,7%,-11%,-0.1%,5%,5%,-2,-2%
Cc1ccc2c(c1)N(CC(=O)NCCCN1CCOCC1)C(=O)C(C(C)C)O2 (stereo unspecified),0%,-29%,2%,-3%,1%,-8%,0.1%,5%,-1%,20,1%
O=C(Nn1c(=S)[nH]c2ccccc2c1=O)c1ccncc1,5%,-6%,4%,5%,-8%,0%,0.0%,6%,-2%,-2,-4%
COc1ccc(CC(=O)Nc2sc(Cc3ccccc3)c(C)c2C(N)=O)cc1,2%,-37%,0%,.,3%,7%,-0.3%,-9%,-2%,28,-1%
COc1ccc2cc3[n+](cc2c1OC)CCc1cc2c(cc1-3)OCO2,19%&4%,0%,1%&-10%,?,-42%&13%,-6%&6%,0.0%&-1.0%,-4%&-8%,-15%&-13%,-2&4,-2%&-2%
COC(=O)/C=C/c1ccc(OC(=O)c2ccncc2)cc1,1%,11%,2%,-10%,-5%,3%,0.2%,5%,6%,0,-4%
CC1(C)CC(=O)N(c2cc(Cl)cc(Cl)c2)C(=O)C1,-2%,1%,6%,5%,-17%,-25%,0.3%,8%,2%,0,-2%
COc1ccc(N/C=C/C(=O)c2ccc(C)cc2)c([N+](=O)[O-])c1,.,6%,.,-1%,?,.,.,.,11%,.,-3%
CC[C@H](NC(=O)c1c(C)c(-c2ccccc2)nc2ccccc12)c1ccccc1,-5%,.,-4%,4%,6%,-4%&-1%,0.0%,-5%,3%,12,0%
CC(=O)c1ccc(OCC(=O)NC(=O)NC2CCCCC2)cc1,-9%,-50%[inhibitor],1%,-3%,-7%,-9%,-0.5%,0%,0%,4,-1%
CCOC(=O)CSC1=C(C#N)C(c2ccco2)C(C(=O)Nc2cccc(C(F)(F)F)c2)=C(C)N1 (stereo unspecified),-2%,9%,2%,-3%,1%,-19%,-0.6%,9%,-2%,1,.
CC1(c2ccc(OC(F)F)cc2)NC(=O)N(CC(=O)NCCC2=CCCCC2)C1=O (stereo unspecified),-2%,-20%,1%,6%,-8%,-5%,-0.4%,-2%,3%,26,-1%
CCCNC(=O)CCn1cc(-c2ccc(OC)cc2)nc1-c1ccncc1,6%,0%,3%,?,13%,1%,0.4%,.,8%,2,-1%
CC(=O)Nc1ccc(NC(=O)c2cc(C3CC3)nc3c2cnn3C(C)C)cc1,0%,26%,0%,-3%,-42%,3%,-1.4%,-6%,-3%,3,-1%
CCOc1ccc(C(CCc2ccccc2)NC(=O)c2ccccc2F)cc1OCC (stereo unspecified),-2%,0%,2%,.,-19%,-11%,0.1%,1%,-10%,?,-6%
c1ccc(-c2noc(CCC3CCCC3)n2)cc1,?,5%,0%,6%,44%,1%,0.1%,13%,0%,1,2%
CCOC(=O)C1CCCN(C(=O)c2cc(S(=O)(=O)N3CCCCC3)c[nH]2)C1 (stereo unspecified),2%,-9%,3%,-7%,4%,-2%,-0.7%,.,1%,6,2%
Cc1ccc(CSc2nnc([C@@H]3CCCN3)o2)cc1,3%,14%,4%,1%,4%[1.84 µM],8%,-1.3%,12%,-1%,6,-6%
Clc1ccc(CSc2ncn(-c3ccccc3)n2)cc1,2%,0%,-13%,2%,32%,-3%,0.2%,15%,-5%,2,-2%
Cn1c2ccccc2c(=O)c2c(=O)n(C3CCCCC3)c(-c3cccs3)nc21,-5%,6%[7.66 µM],2%,.,-54%,-3%,-1.0%,4%,-1%,28,-1%
CCN(CC)c1ccc2c(cc1=O)[C@@H](NC)CCc1cc(OC)c(OC)c(OC)c1-2,14%,-19%,-2%,-19%,-64%,0%,-0.5%,9%,-15%,5,-5%
c1ccc(CSc2nnc([C@@H]3CCCN3)o2)cc1,2%,-21%,5%,-3%,0%[1.84 µM],-11%,-3.0%,-11%,1%,-1,-5%
N#CC1=C(SCC(=O)Nc2nccs2)NC(=O)CC1c1ccccc1 (stereo unspecified),?,-4%,7%,7%,14%,-45%,0.1%,4%,6%,-1,-9%
COc1ccc(/C=N/NC(=O)CCc2c(C)n[nH]c2C)cc1O,-5%,12%,4%,2%,-2%[1.84 µM],-15%,-0.1%,-1%,5%,2,-3%
COCCn1c(N)c(N(Cc2ccccc2)C(=O)C2CCCCC2)c(=O)[nH]c1=O,2%,7%,-1%,-1%,2%,13%,-0.2%,0%,0%,-1,-4%
CCCOc1ccc(CCc2n[nH]c(=S)n2-c2ccccc2)cc1,-9%,2%,3%,0%,-26%,-5%,-0.9%,-2%,-1%,-2,2%

# Random excerpt: two entries already listed.
SMILES,ELG1 genotox,a7 integrin act,USP2a inh,uPA generation,BRCA1 expr up,Eya2 inh,B2AR arrestin,p53 reactivator,ASM inhibitor,TRPV1 agonist,TSG101-PTAP inh
CC[C@H](NC(=O)c1c(C)c(-c2ccccc2)nc2ccccc12)c1ccccc1,-5%,.,-4%,4%,6%,-4%&-1%,0.0%,-5%,3%,12,0%
CCOc1ccc(C(CCc2ccccc2)NC(=O)c2ccccc2F)cc1OCC (stereo unspecified),-2%,0%,2%,.,-19%,-11%,0.1%,1%,-10%,?,-6%
